# MrgX1 antagonist – blocks BAM8-22 activation of human MrgX1 receptor | Q96LB2 | MRGX1-HEK293 calcium flux, Fluo-4, BAM8-22 antagonism; hits give low values | B-score at 10 µM | hit rate 1.3% among 310,000 | AID 588676;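 active means calcium-response B-score plate-corrected more than 3 library SD below zero, starting fluorescence within 5 deviations, no agonist response on first addition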;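 further: peak minus trough fluorescence over baseline after final BAM8-22 challenge near maximal dose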
# Target sequence (Q96LB2 whole entry, looked up): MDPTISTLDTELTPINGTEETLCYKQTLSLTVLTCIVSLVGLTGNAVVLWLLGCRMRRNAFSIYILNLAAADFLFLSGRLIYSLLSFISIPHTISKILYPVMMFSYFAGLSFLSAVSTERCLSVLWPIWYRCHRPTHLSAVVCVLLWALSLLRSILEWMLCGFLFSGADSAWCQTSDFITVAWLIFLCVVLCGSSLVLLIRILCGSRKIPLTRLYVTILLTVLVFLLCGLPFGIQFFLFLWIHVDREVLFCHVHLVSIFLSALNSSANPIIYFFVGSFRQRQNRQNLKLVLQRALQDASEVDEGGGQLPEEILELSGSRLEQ
# HDAC3 inhib – human HDAC3 inhibition; O15379; recombinant HDAC3, fluorogenic peptide/trypsin coupled, fluorescence; inhibition, % at 8.3 µM; AID 2718; hit rate 0.15% among 320,000; in the data active means inhibition above about 26%, passing the limit was not always enough; inconclusive means no clear call, values can overlap the other calls
# Target sequence (O15379 whole entry, looked up): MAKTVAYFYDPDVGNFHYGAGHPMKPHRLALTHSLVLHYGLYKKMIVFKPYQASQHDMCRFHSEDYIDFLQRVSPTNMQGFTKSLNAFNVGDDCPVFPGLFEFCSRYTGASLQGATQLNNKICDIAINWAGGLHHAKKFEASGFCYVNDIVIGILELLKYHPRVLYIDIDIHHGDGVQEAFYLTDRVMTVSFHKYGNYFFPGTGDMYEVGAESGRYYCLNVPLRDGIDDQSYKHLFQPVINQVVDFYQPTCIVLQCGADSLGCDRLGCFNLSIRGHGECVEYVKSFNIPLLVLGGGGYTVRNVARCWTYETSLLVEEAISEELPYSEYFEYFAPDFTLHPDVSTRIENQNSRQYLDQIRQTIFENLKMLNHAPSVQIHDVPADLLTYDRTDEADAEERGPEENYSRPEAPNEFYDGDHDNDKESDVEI
# MrgX1 PAM – human MrgX1 positive allosteric modulation, primary screen; Q96LB2; B-score at 10 µM; MrgX1-HEK293, Fluo-4 calcium flux, FDSS; hits give high values; hit rate 0.63% among 310,000;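 active means plate-corrected calcium response at least 3 library SD above typical, normal starting fluorescence, not activating the receptor alone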;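 further: compound read alongside a low EC10 to EC30 dose of BAM8-22 agonist; peak minus trough fluorescence over baseline measured at the second addition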
# TRPC6 inhibitor – mouse TRPC6 channel inhibition; AID 2553; B-score at 10 µM; Q61143; hit rate 1.1% among 310,000; HEK293-TRPC6, membrane potential dye, ACh-evoked depolarization; hits give low values;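 active means B-score under library mean minus 3 SD, initial fluorescence not abnormally high, positive integrated signal ratio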;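 further: B-score derived from integrated fluorescence ratio over the kinetic read; more negative B-score means stronger inhibition of depolarization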
# MrgX1 agonist – human MrgX1 receptor agonism, primary screen. Q96LB2. MrgX1-HEK293 cells, Fluo-4 calcium fluorescence, agonist mode; hits give high values. B-score at 10 µM. hit rate 0.44% among 310,000. AID 588627;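 active means calcium response B-score plate-corrected fluorescence ratio at least 3 library SD, with starting fluorescence B-score inside 5 SD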
#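 times = overnight plating, then 30 min 37 °C plus 30 min room-temperature dye loading | assay system = stable human MrgX1 HEK293 cell line | input = fifteen thousand cells per well | signal = kinetic calcium dye fluorescence, Fluo-4 NW | dosing = compound delivered in addition one of three | read-out = B-scored fluorescence response ratio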
# TMEM16A inh – blocks the mouse calcium-activated chloride channel TMEM16A. HEK293 TMEM16A/YFP iodide influx fluorescence, ionomycin. normalized B-score (activity score, 25-100; higher = stronger inhibition) at 10 µM. hit rate 1.2% among 310,000. AID 588511;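 active means ratio plate-corrected score three or more library SD toward inhibition, starting fluorescence score within five deviations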;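 further: score derived from kinetic fluorescence span divided by baseline fluorescence per well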
# SKKanGAS inh – inhibitors of SKKanGAS S. pyogenes growth in kanamycin (SK-promoter or general growth effect); BacTiter-Glo, 6 h; inhibition, % at 7.5 µM; hit rate 1.3% among 300,000;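 active means mean replicate score, as percent of positive control median, at least 50; inconclusive means mean below 50 but one replicate at or above 50; inactive means mean and every replicate below 50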;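 further: strain carries kanamycin resistance gene driven by streptokinase promoter and grows in 40 µg/ml kanamycin; loss of luminescence reflects streptokinase promoter inhibition or plain growth inhibition; 0% = median of DMSO wells and 100% = positive control at its reference dose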
# TRPC6 activator – activates the mouse TRPC6 cation channel; Q61143; HEK293-TRPC6 membrane potential dye fluorescence; hits give high values; B-score at 10 µM; hit rate 0.13% among 310,000; AID 2550;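 active means B-score of the integrated fluorescence ratio above library mean plus 3 SD, and starting fluorescence ratio within library mean plus 5 SD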;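 further: higher score means more depolarization so channel activation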
# RGS4 pot – potentiators or activators of RGS4. hit rate 0.92% among 310,000. AID 463111. B-score at 10 µM. HEK293 M3R/inducible RGS4, carbachol calcium flux Fluo4; hits give low values;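 active means B-score of the integrated calcium signal more than 4 SD below the library mean, with starting fluorescence not abnormally high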;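 further: negative B-score means reduced calcium response which marks RGS4 activation or potentiation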
#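 System – HEK293 FlpIn-TREx cells, stable M3R, doxycycline-inducible RGS4 · Reagent – ECmax carbachol challenge · Times – compound preincubation 20 min at room temperature before agonist · Technique – Fluo4 fluorescence kinetic imaging of calcium · Measure – B score of integrated Fluo4 ratio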
# ANO1 activ – mouse TMEM16A channel activation, primary screen; B-score at 10 µM; hit rate 0.3% among 340,000; Q8BHY3; HEK293 TMEM16A/YFP-H148Q/I152L, iodide quench fluorescence; hits give low values;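 active means fluorescence-ratio B-score plate-corrected deviation score at least 3 library SD below zero, with starting fluorescence score within 5 deviations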;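 further: channel opened by trigger with iodide after compound preincubation; score built on the fluorescence ratio of max minus min over baseline; more negative score means more quench and so TMEM16A activation or potentiation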
# RGS4 block – inhibitors of human RGS4 | AID 463165 | B-score at 10 µM | hit rate 0.45% among 310,000 | HEK293 M3R/RGS4 inducible, Fluo-4 calcium flux; hits give high values; triggered by carbachol at its EC20;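 active means B-score, a plate-corrected calcium signal, over three deviations above library mean, with baseline fluorescence within five deviations of library mean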;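 further: RGS4 expression induced by doxycycline in cells with stable M3 receptor; B-score is computed from the integrated fluorescence ratio over baseline after carbachol; higher B-score means a larger calcium signal and so more RGS4 inhibition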
# Target sequence (P49798 whole entry, looked up): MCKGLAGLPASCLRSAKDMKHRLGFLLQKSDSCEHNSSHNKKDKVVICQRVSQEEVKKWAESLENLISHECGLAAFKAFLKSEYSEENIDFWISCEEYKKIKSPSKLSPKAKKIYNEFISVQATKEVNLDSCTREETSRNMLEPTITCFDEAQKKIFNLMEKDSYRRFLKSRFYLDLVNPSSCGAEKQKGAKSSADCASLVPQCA
# An asterisk follows results filed as active; i = inactive; u = inconclusive; x = no result given.
SMILES | RGS4 pot | TRPC6 activator | ANO1 activ | RGS4 block | SKKanGAS inh | TRPC6 inhibitor | MrgX1 PAM | HDAC3 inhib | TMEM16A inh | MrgX1 agonist | MrgX1 antagonist
Cc1cc(N/C=C(\C#N)S(=O)(=O)c2ccccc2Cl)nc(C)n1 | i | i | i | i | 1 | i | i | 5 | i | i | i
CCc1nc2ccc(C(=O)N3CCN(c4ccc(Cl)cc4)CC3)cc2nc1CC | i | i | i | i | 13 | i | i | -3 | i | i | i
CN(Cc1ccccc1)C(=O)COC(=O)c1cc(-c2ccc(Cl)s2)nc2ccccc12 | i | i | i | i | -5 | i | i | -3 | i | i | i
Cc1ccc(C(=O)CSc2ncn[nH]2)cc1 | i | i | i | i | -2 | i | i | 22 | i | i | i
CCN(CC)CC(O)Cn1c(-c2ccccc2Cl)nc2ccccc21 (stereo not drawn) | i | i | i | i | 12 | i | i | 10 | i | i | i
CCn1nnc2cc(C(=O)O)ccc21 | i | i | i | i | -8 | i | i | -8 | i | i | i
CCN1c2ccccc2-c2nc3ccccc3n2C1c1cccs1 (stereo not drawn) | i | i | i | i | 4 | i | i | -53 | i | i | -6.1*
c1ccc(-n2nc3ccccc3n2)cc1 | i | i | i | i | -5 | i | i | -5 | i | i | i
C#CCNC(=O)C1=C[C@H](c2csc3ccccc23)[C@@H](CCCO)[C@H](OCC)O1 | i | i | i | i | -2 | i | i | 13 | i | i | i
NC(=O)NC(=O)COC(=O)/C=C/c1cccs1 | i | i | i | i | -1 | i | i | 0 | i | i | i
Cc1cc(C)nc(Nc2ccc(N3CCCC3)cc2)n1 | i | i | i | i | 2 | i | i | 7 | i | i | i
COCCCN1C(=O)C(=O)/C(=C(/O)c2ccc(OC(C)C)cc2)C1c1ccncc1 (stereo not drawn) | i | i | i | i | -1 | i | i | 7 | i | i | i
CCc1noc(C)c1C(=O)Nc1ccc(C(F)(F)F)cc1 | i | i | i | i | u | i | i | 0 | i | i | i
Cc1cccc(N(CC(=O)N2CCN(c3ccc(F)cc3)CC2)S(C)(=O)=O)c1C | i | i | i | i | -2 | i | i | -3 | i | i | i
COCc1nnc(NC(=O)c2ccccc2[N+](=O)[O-])s1 | i | i | i | i | 2 | i | i | 8 | i | i | i
COc1ccc(Cl)cc1C(=O)NNC(=S)NC(=O)/C=C/c1ccco1 | i | i | i | i | 80* | i | i | 1 | i | 52* | i
Cc1cc(NC(=O)c2cccs2)ccc1NC(=O)Cc1ccccc1 | i | i | i | i | -5 | i | i | 2 | i | i | i
Cc1cc(C)n(-c2ccn(Cc3ccc(Cl)cc3Cl)c(=O)n2)n1 | i | i | i | i | -7 | i | i | -1 | i | i | i
Cc1nc(Nc2ccc(F)cc2)nc(Nc2ccc(F)cc2)c1[N+](=O)[O-] | i | i | i | i | -1 | i | i | -8 | i | i | i
CCOC(=O)N1CCN(C(=S)NC(=O)C2CCCC2)CC1 | i | i | i | i | 0 | i | i | -10 | i | i | i
COc1ccc(C(=O)/C=C/Nc2ccc([N+](=O)[O-])cc2C)c(OC)c1 | i | i | i | i | -7 | i | i | 1 | i | i | i
O=C(Nc1nccs1)c1ccc(Br)s1 | i | i | i | i | 1 | i | i | 5 | i | i | i
Cc1ccc(OCCC(=O)NNC(=O)c2cc(C)oc2C)cc1 | i | i | i | i | -10 | i | i | 1 | i | i | i
N#CC1(P(=O)(c2ccccc2)c2ccccc2)CC1 | i | i | i | i | -6 | i | i | -2 | i | i | i
Cc1onc(-c2c(F)cccc2Cl)c1C(=O)Nc1nnc(-c2ccccc2)s1 | i | i | i | i | 12 | i | i | 2 | i | i | i
Cc1ccc(C(=O)NNC(=O)c2ccccc2-n2cccc2)cc1 | i | i | i | i | -1 | i | i | 2 | i | i | i
CCOC(=O)Nc1sc(C(=O)N(CC)CC)c(C)c1C(=O)OCC | i | i | i | i | 5 | i | i | 4 | i | i | i
CCc1ccccc1N1CC23C=CC(O2)C(C(=O)OC)C3C1=O (stereo not drawn) | i | i | i | i | -1 | i | i | 1 | i | i | i
Cc1ccc(CNC(=O)c2ccc(NS(=O)(=O)c3cccs3)cc2)cc1 | i | i | i | i | 13 | i | i | 3 | i | i | i
COc1ccccc1C(=O)NCc1nnc(SCC(=O)Nc2nccs2)n1C | i | i | i | i | -1 | i | i | 2 | i | i | i
CC(C)CC(=O)c1c[nH]c(C(=O)NCC2CCCO2)c1 (stereo not drawn) | i | i | i | i | -5 | i | i | 0 | i | i | i
O=C(c1ccc(Cl)cc1)N(Cc1ccco1)C1CCS(=O)(=O)C1 (stereo not drawn) | i | i | i | i | 0 | i | i | x | i | i | i
CC(C)c1nnc(NC(=O)CCC(=O)N2CCN(c3ccc(F)cc3)CC2)s1 | i | i | i | i | -6 | i | i | 9 | i | i | i
c1nnc(NC2=NCCC2)s1 | i | i | i | i | -7 | i | i | -4 | i | i | i
CCn1c(CNS(=O)(=O)c2ccc(Br)cc2)n[nH]c1=S | i | i | i | i | 2 | i | i | 0 | i | i | i
CC(C)=CC(=O)OCC(=O)Nc1cc(C)cc(C)c1 | i | i | i | i | 8 | i | i | 1 | i | i | i
Cc1cc2oc(=O)cc(Cn3ncc(Cl)c(Cl)c3=O)c2cc1Cl | i | i | i | i | 10 | i | i | -7 | i | i | i
Cc1c(C(=O)NCc2ccoc2)oc2ccc3c(c12)C(=O)CC(C)(C)O3 | i | i | i | i | 0 | i | i | 5 | i | i | i
O=C(c1cc(Cl)ccc1OCc1ccccc1)N1CCOCC1 | i | i | i | i | -5 | i | i | -2 | i | i | i
CCN(CC(=O)NCc1ccc(Cl)cc1)C(=O)C(C)Sc1ccccc1 (stereo not drawn) | i | i | i | i | 1 | i | i | 3 | i | i | i
COc1ccc(CN(C)Cc2cc(=O)n3ccsc3n2)c(OC)c1OC | i | i | i | i | 4 | i | i | 0 | i | i | i
COc1ccc(/C=N/NC(=O)c2ccc(N(C)S(=O)(=O)c3ccccc3)cc2)cc1OC | i | i | i | i | 16 | i | i | -4 | i | i | i
COC(=O)C1=C(C)N(C)C(C)=C(C(=O)OC)C1c1ccsc1 | i | i | i | i | 0 | i | i | -8 | i | i | i
CCOc1ccc(/C=C/C(=O)Nc2cccc(C(C)=O)c2)cc1 | i | i | i | i | -3 | i | i | 9 | i | i | i
CNC(=O)COC(=O)c1cc(-c2ccccc2)nn1-c1ccccc1 | i | i | i | i | -1 | i | i | -5 | i | i | i
O=S(=O)(Nc1nc2ccccc2nc1-[n+]1cccc(N=C([O-])c2ccc(Cl)cc2)c1)c1ccccc1 | i | i | x | i | 26 | i | i | -2 | i | i | i
COc1ccc(CNC(=O)CN(C(=O)c2snc(C(N)=O)c2N)c2ccc(OC)c(OC)c2)cc1 | i | i | i | i | -1 | i | i | 1 | i | i | i
CSc1nc(C)c2c(n1)N(c1ccc(C(F)(F)F)cc1)CC2 | i | i | i | i | -3 | i | i | 0 | i | i | i
CS(=O)(=O)Nc1ccc(C(=O)Nc2ccc3c(c2)OCO3)cc1 | i | i | -10* | i | 5 | i | i | -1 | i | i | i
CCC(C)NC(=O)CSc1nnc(-c2ccncc2)n1-c1ccc(OC)cc1 (stereo not drawn) | i | i | i | i | -6 | i | i | -1 | i | i | i

# New compounds follow.
SMILES | RGS4 pot | TRPC6 activator | ANO1 activ | RGS4 block | SKKanGAS inh | TRPC6 inhibitor | MrgX1 PAM | HDAC3 inhib | TMEM16A inh | MrgX1 agonist | MrgX1 antagonist
CN(C)c1ccc(/C=[N+](\[O-])C2N(c3ccccc3)C(=S)SC2(C)C)cc1 (stereo not drawn) | i | i | i | i | 11 | i | i | -7 | i | i | i
C[C@@]12CCC3[C@@](CC[C@@H]4[C@](C)(C(=O)O)CCC[C@@]34C)(C[C@H]1O)C2 (stereo partly drawn) | i | i | i | i | -2 | i | i | -6 | i | i | i
CCN(CC)S(=O)(=O)c1ccc(Cl)c(C(=O)N2CCc3ccccc32)c1 | x | x | i | x | x | x | i | 2 | i | i | i
COc1cc(CCC(=O)OCC(=O)Nc2cccc(S(N)(=O)=O)c2)cc(OC)c1OC | i | i | i | i | -4 | i | i | -6 | i | i | i
CCOc1cc(/C=N\Nc2ncc(F)c(N3CCOCC3)n2)ccc1Oc1nc(Cl)ncc1F | i | i | i | i | 18 | i | i | 5 | i | i | i
CC(=O)OCC1OC(Nc2cccc(C)c2)C(OC(C)=O)C(OC(C)=O)C1OC(C)=O (stereo not drawn) | i | i | i | i | -1 | i | i | 1 | i | i | i
COc1ccc(-c2nn(CCC(=O)O)cc2/C=N/NC(N)=S)cc1 | i | i | i | i | -7 | i | i | x | i | i | i
COCCCNC(=O)CN(c1cc(Cl)ccc1OC)S(=O)(=O)c1ccc(C)c([N+](=O)[O-])c1 | i | i | i | i | -4 | i | i | -8 | i | i | i
O=C(COc1ccccc1-c1ccccc1)NCc1cccc(Cl)c1 | i | i | i | i | 6 | i | i | 10 | i | i | i
CC(=O)n1nc(-c2ccco2)nc1SCc1ccccc1 | i | i | i | i | -7 | i | i | 15 | i | i | i
COC(=O)Nc1ccc(S(=O)(=O)N2CCCCC2)cc1 | i | i | i | i | -2 | i | i | -2 | i | i | i
COc1cc2ccccc2cc1C(=O)Nc1ccncc1 | i | i | i | i | -5 | i | i | 13 | i | i | i
CCc1ccccc1NC(=O)CCS(=O)(=O)c1ccc2c(c1)CCCN2C(C)=O | i | i | i | i | -15 | i | i | 6 | i | i | i
CCOC(=O)/C=C/C(=O)Nc1ccc(S(=O)(=O)Nc2cc(C)on2)cc1 | i | i | i | i | 1 | i | i | 2 | i | i | i
Cc1sc2ncnc(Sc3nnnn3-c3ccc(Cl)cc3)c2c1C | i | i | i | i | u | i | i | -5 | i | i | i
Cc1ccc(NC(=O)Cc2ncon2)cc1Cl | i | i | i | i | 4 | i | i | 3 | i | i | i
c1ccn2cc(-c3ccc4c(c3)OCCO4)nc2c1 | i | i | i | i | 8 | i | i | -40 | i | i | i
NC(=O)CSc1ccc(Br)cc1 | i | i | i | i | 2 | i | i | x | i | i | i
CCC(C)(C)n1nnnc1C(C(C)C)N(Cc1cccnc1)Cc1ccco1 (stereo not drawn) | i | i | i | i | -7 | i | i | x | i | i | i
CCCCCC(C)n1[nH]c(=O)cc1N (stereo not drawn) | i | i | i | i | -6 | i | i | 4 | i | i | i

# Compound activity deposited in PubChem BioAssay by several laboratories.
